Bioassay records from PubChem BioAssay.
Rtt109 HAT inh = inhibitors of C. albicans Rtt109/Vps75 HAT, primary screen, biochemical, ThioGlo CoA-SH fluorescence, plate reader. Histone acetyltransferase RTT109 (Candida albicans (strain SC5314 / ATCC MYA-2876)), …. purified Rtt109/Vps75, 4 h. inhibition, % at 34.9 µM. actives 0.16% (n = 330,000). AID 540336, 2011;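 active means inhibition of at least 50% in every replicate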
Target sequence (Q5AAJ8 whole entry, looked up): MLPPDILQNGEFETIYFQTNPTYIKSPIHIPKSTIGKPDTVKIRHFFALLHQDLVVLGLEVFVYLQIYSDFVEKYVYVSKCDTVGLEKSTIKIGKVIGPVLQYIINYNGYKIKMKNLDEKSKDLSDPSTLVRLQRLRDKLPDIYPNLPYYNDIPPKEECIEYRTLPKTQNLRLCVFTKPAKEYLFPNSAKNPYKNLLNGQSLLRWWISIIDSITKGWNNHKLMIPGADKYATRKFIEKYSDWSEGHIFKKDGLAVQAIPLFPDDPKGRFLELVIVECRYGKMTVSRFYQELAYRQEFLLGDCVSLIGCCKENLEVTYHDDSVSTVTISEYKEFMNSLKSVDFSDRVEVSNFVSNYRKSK
DAGLB inhibitor = DAGLB lipase inhibitors, primary screen, biochemical, fluorescence, HTS. Diacylglycerol lipase-beta (Homo sapiens), Q8NCG7. HEK293T DAGLB membrane lysate, EnzChek fluorogenic substrate. inhibition, % at 5.17 µM. actives 0.059% (n = 340,000). AID 504411, 2011; in the data active means inhibition above about 34%;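 further: 0% = enzyme with vehicle and 100% = wells lacking enzyme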
CAL PDZ FP-1 = CAL PDZ peptide-binding inhibitors, primary screen, biochemical, fluorescence polarization, Cer-tagged CAL PDZ, HTS; Golgi-associated PDZ and coiled-coil motif-containing protein (Homo sapiens), Q9HD26; purified CAL PDZ, TMR-peptide fluorescence polarization, 1 h; inhibition, % at 20 µM; actives 0.02% (n = 330,000); AID 504414, 2011;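 active means highest replicate inhibition of at least 40%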;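 further: plate controls were DMSO neutral control wells for no effect and unlabeled competitor peptide control wells for full effect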
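Material: tagged CAL PDZ domain; buffer or medium: 25 mM sodium phosphate pH 7.4, 150 mM NaCl, TCEP, IgG, Thesit; compound dosing: single point, 20 µM; schedule: 1 h incubation at room temperature before polarization reading; measured by: FP readout, S and P plane fluorescence; read-out basis: percent inhibition from loss of millipolarization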
RTF Ca sens inh = cardiac RTF calcium sensitivity inhibitors, primary screen, biochemical, IANBD-TnC fluorescence, EC70 calcium | Troponin I, cardiac muscle (Homo sapiens) + Troponin T, cardiac muscle (Homo sapiens) + … | IANBD-labeled cardiac RTF, Ca2+ fluorescence | inhibition, % at 7.15 µM | actives 0.12% (n = 340,000) | AID 493244, 2011;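 active means inhibition above the mean inhibition of all tested compounds plus 3 SD, cut at about 17% in these data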;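 further: assay run at fixed EC70 calcium of 1.6 mM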
CAL PDZ FP-2 = untagged CAL PDZ binding inhibitors, primary screen, biochemical, fluorescence polarization, HTS. Golgi-associated PDZ and coiled-coil motif-containing protein (Homo sapiens), Q9HD26. purified CAL PDZ, TMR-peptide fluorescence polarization, 1 h. actives 0.92% (n = 300,000). inhibition, % at 24.9 µM. AID 602252, 2012;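 active means mean inhibition of at least 30% with at least half of replicates also reaching 30%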;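 further: 0% = DMSO neutral control and 100% = excess unlabeled competitor peptide PRC23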
LANA DNA inh = inhibitors of KSHV C-LANA binding to DNA, primary screen, biochemical, fluorescence polarization, FAM-LBS DNA, MBP-C-LANA, single point; inhibition, % at 9 µM; Kaposi's sarcoma herpesvirus LANA C-terminal domain (residues 932-1162) DNA binding; actives 0.078% (n = 340,000); AID 504423, 2011;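 active means highest replicate inhibition at or above 60% at 9 µM, even if other replicates fall short; inactive means all replicates below 60% inhibition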;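 further: 0% = neutral control wells and 100% = 4 µM acridine orange control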
PKA-R2B activ = activators of PKA-R2B holoenzyme, primary screen, biochemical, fluorescence polarization, Cy5-IP20, human; cAMP-dependent protein kinase catalytic subunit beta (Homo sapiens) + cAMP-dependent …; PKA-R2B holoenzyme dissociation; R2B truncated from residue 108, S112A mutant; 0% DMSO only, 100% 113 µM cGMP; activation, % at 11.4 µM; actives 0.079% (n = 340,000); AID 504700, 2011;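 active means activation above a cutoff set at the mean over all compounds plus 3 SD, cut at about 18% in these data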;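 further: higher means more holoenzyme dissociation and a rise in polarization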
Target sequence (P31323 whole entry, looked up, other chains not shown, the tested form may be a part): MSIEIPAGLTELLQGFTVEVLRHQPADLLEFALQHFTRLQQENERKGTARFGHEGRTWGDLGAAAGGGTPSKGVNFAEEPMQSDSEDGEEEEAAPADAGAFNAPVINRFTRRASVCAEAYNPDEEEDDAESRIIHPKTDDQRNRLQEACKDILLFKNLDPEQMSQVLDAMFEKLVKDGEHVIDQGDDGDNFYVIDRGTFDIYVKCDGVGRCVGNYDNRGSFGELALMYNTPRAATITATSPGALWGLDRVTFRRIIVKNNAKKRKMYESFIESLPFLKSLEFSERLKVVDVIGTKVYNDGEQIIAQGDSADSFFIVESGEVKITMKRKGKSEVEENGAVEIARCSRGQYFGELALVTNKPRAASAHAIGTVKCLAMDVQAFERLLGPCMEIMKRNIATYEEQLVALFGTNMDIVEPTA
Keap1 Nrf2 FP = Keap1-Nrf2 protein-protein interaction inhibitors, primary screen, biochemical, fluorescence polarization, single point. Kelch-like ECH-associated protein 1 (Homo sapiens), Q14145. Keap1 Kelch-Nrf2 peptide fluorescence polarization, 1536-well. inhibition, % at 9.4 µM. actives 0.15% (n = 340,000). AID 504523, 2011; in the data active means inhibition above about 12%;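 further: human Keap1 Kelch domain with fluorescein labeled Nrf2 9mer peptide probe; 0% = neutral control wells and 100% = peptide positive control; higher means more block of Keap1 binding to Nrf2 peptide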
RTF Ca sens act = cardiac RTF calcium sensitivity activators, primary screen, biochemical, IANBD-TnC fluorescence, EC20 calcium; IANBD-labeled TnC RTF fluorescence at EC20 calcium; 0% EC20 calcium, 100% full calcium; actives 0.24% (n = 340,000); activation, % at 7.2 µM; AID 493008, 2010; Troponin I, cardiac muscle (Homo sapiens) + Troponin T, cardiac muscle (Homo sapiens) + …;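 active means activation above the mean over all tested compounds plus 3 SD, cut at about 30% in these data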;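 further: rise in fluorescence read as greater calcium sensitivity of cardiac thin filaments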
SR-BI uptake up = activators of SR-BI mediated DiI-HDL uptake, primary screen, ldlA[mSR-BI] CHO cells, DiI fluorescence | 3 h; 100 = double the neutral-control signal | activation, % at 12.5 µM | actives 0.096% (n = 320,000) | AID 504775, 2011;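 active means mean replicate activation of at least 60% and every replicate at or above 60%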;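 further: 0% = median plate neutral-control signal and 100% = twice that signal; values of inactives mirror those of a sister screen read the other way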
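Assay system: LDL receptor-deficient CHO ldlA cells overexpressing murine SR-BI / Medium: BSA-supplemented, HEPES-buffered Ham's F12, pH 7.4 / Probe or stimulus: DiI-labelled HDL at 10 µg/mL final / Timing: compound with DiI-HDL co-incubation, 3 h at 37 °C / Technique: bottom-read cell fluorescence after medium removal, ex 550/em 595 nm / Measure: HDL uptake via cellular fluorescence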
The depositor's hits bear a star; · = not tested or not shown.

SMILES	Rtt109 HAT inh	DAGLB inhibitor	CAL PDZ FP-1	RTF Ca sens inh	CAL PDZ FP-2	LANA DNA inh	PKA-R2B activ	Keap1 Nrf2 FP	RTF Ca sens act	SR-BI uptake up
COc1ccc(S(=O)(=O)NCC(=O)N(CC(=O)NCC2CCCO2)Cc2ccccc2)cc1 (stereo not drawn)	-7	0	-2.4	-3	-3	-0.4	2	-7	-2	1
COc1cc([N+](=O)[O-])ccc1NC(=O)Nc1nc2c(s1)CCCC2	-2	-2	0.4	-5	-4	-0.3	-7	1	-4	-72
CC(C(=O)NCc1ccccn1)N1C(=O)c2ccccc2C1=O (stereo not drawn)	-18	-1	-2.5	0	-3	0.9	-1	1	1	15
CCN(CC)S(=O)(=O)c1ccc2c(c1)nc(SCC(=O)N1CCCCCC1)n2-c1ccc(OC)cc1	8	-8	-0.4	-2	5	0.7	-6	-1	1	-5
O=C1CC(N(CCc2ccccc2)C(=S)Nc2ccccc2)C(=O)N1c1ccc(Br)cc1 (stereo not drawn)	6	-3	-1.9	-6	4	-0.6	-8	-4	8	-8
CCC1Oc2ccc(C)cc2N(CC(=O)NCCN2C(C)CCCC2C)C1=O (stereo not drawn)	34	-3	-1.2	-3	1	0.1	-12	-4	-3	14
CC1CCc2nn(CC(=O)NCc3ccc4c(c3)OCO4)cc2C1 (stereo not drawn)	-4	-2	-0.6	-6	·	0.6	-7	0	-2	13
CN1C=CC=C/C1=C1\SC(=S)N(N)C1=O	4	1	-0.4	3	-2	0.1	5	-5	9	14
O=C(COC(=O)c1cccnc1Cl)c1ccccc1	0	0	-0.8	-3	-2	0.4	3	-3	2	2
CCCCCC(=O)c1c(C)[nH]c(C(=O)OCC)c1C	0	-5	-1.0	2	-3	-1.4	-9	-4	8	-28
C=CCc1cccc2cc(C(=O)NCc3ccc(C(=O)OCC)o3)c(=O)oc12	3	-3	-4.2	-6	-4	-1.1	1	-2	1	0
OCCNc1cnc2ccccc2n1	-6	1	-0.4	-1	1	4.4	-2	5	2	20
COc1cc(NC(=O)CC(C)S(=O)(=O)c2ccc3c(c2)NC(=O)CO3)cc(OC)c1OC (stereo not drawn)	4	-2	-3.0	-3	5	-0.1	-9	0	-2	18
Cc1ccc(C(=O)N/C(=C/c2ccc(-c3cc(C(F)(F)F)ccc3Cl)o2)C(=O)NCc2cccnc2)cc1	15	0	-3.2	4	-3	2.3	0	-9	-28	-41
COc1ccccc1C1/C(=C(/O)c2ccc(OC(C)C)cc2)C(=O)C(=O)N1c1cc(C)on1 (stereo not drawn)	11	0	-1.9	-5	-4	-0.3	-13	1	-4	38
O=C(NC(=S)Nc1ccc2[nH]c(=O)[nH]c2c1)c1cncc(Br)c1	4	2	0.4	8	-3	-0.4	-2	2	-4	3
c1ccc2c(c1)-c1nc3ccccc3cc1C2N1CCOCC1 (stereo not drawn)	-2	-1	-1.4	3	1	0.7	0	-5	2	4
CCCn1c(SCCc2ccccc2)nc2c1c(=O)[nH]c(=O)n2C	12	-6	-1.3	-4	-4	-0.8	2	0	-3	-37
Cn1c(SCc2nnc(-c3ccccc3Br)o2)nc2sc3c(c2c1=O)CCC3	-3	-9	-1.3	-8	4	-0.1	-1	-8	0	17
CCCN(CC(=O)Nc1ccc(F)c(F)c1F)C(=O)CN1C(=O)NC2(CCCCC2)C1=O	2	1	0.4	0	-2	0.0	1	-5	1	-3
COc1cc2cc(C)c(SCC(=O)N3CCN(C(=O)c4ccco4)CC3)nc2cc1OC	16	3	-3.8	-6	-2	1.3	-11	-6	2	·
Clc1cc(CSc2ccccc2)nc(-c2ccccc2)n1	0	-9	0.9	6	-1	-1.6	4	-2	5	·
COc1ccc(C2(CNC(=O)c3cccs3)CCOCC2)cc1	-3	0	-1.1	-6	-6	-0.8	-7	-6	6	9
CCc1ccc(-c2c(C)sc(NC(C)=O)c2C(N)=O)cc1	-3	2	-0.8	-6	·	-1.3	-8	2	2	-26
Cc1ccc(S(=O)(=O)NC(CC(C)C)C(=O)N2CCC(C)CC2)cc1 (stereo not drawn)	·	0	-0.3	-9	-1	-0.8	-5	3	-2	34
CCOc1ccc(CN2CCN(Cc3nc4c(s3)CCCC4)CC2CCO)cc1 (stereo not drawn)	·	-1	-0.9	-6	-4	-1.4	-3	-2	7	26
CCCNC(=O)Nc1nccs1	5	-3	-0.8	-1	-2	-0.7	7	4	0	·
COc1ccc(/C=N/NC(=O)c2ccccc2O)cc1Cn1cc([N+](=O)[O-])cn1	2	0	-2.8	-6	-1	-1.9	-8	1	1	21
O=C(COc1ccc(Cl)cc1Cl)Nc1ccccn1	8	-8	-2.7	-4	-1	-4.1	0	2	-1	43
O=Cc1ccccc1OS(=O)(=O)c1ccccc1	-1	0	-0.6	-2	-1	1.6	-9	-4	-3	-20
COc1ccc(CCNC(=O)c2cc(-c3ccccc3)c(N3CCOCC3)s2)cc1OC	-18	0	-0.1	-8	0	0.6	10	1	2	·
N#C/C(=C\c1c(N2CCC(C(N)=O)CC2)nc2ccccn2c1=O)S(=O)(=O)c1ccccc1	11	-3	-3.5	-10	-8	-0.1	-9	-2	6	4
O=C(COc1ccc(S(=O)(=O)NCc2ccccc2)cc1)N1CCOCC1	-2	1	0.3	3	-3	1.0	-8	-1	1	5
COc1cc(C(=S)N2CCOCC2)ccc1OC(=O)c1cc(OC)c(OC)c(OC)c1	2	2	1.4	1	4	0.2	9	0	-3	-43
CCOc1ccc(C(=O)NC(=S)NC2CCCC2)cc1[N+](=O)[O-]	14	-5	-0.9	4	-5	0.3	-8	1	5	-43
O=C(Cc1ccccc1)Nc1ccc(NC(=O)c2ccccc2)c(Cl)c1	-9	-1	-0.6	-8	·	1.0	2	4	1	-31
CC(C)c1ccc(S(=O)(=O)c2cc3cc(Br)ccc3oc2=O)cc1	-1	5	-2.2	1	-1	-0.7	-2	4	4	8
COc1ccc(C(=O)NCCSCc2ccc(C)cc2)cc1	-4	-5	-1.7	4	-1	1.0	1	-1	6	4
CC(=O)c1ccc(NS(=O)(=O)c2ccc(C)cc2)cc1	-8	-2	·	6	0	-0.2	-8	2	5	5
O=C(CN1C(=O)NC2(CCCc3ccccc32)C1=O)c1ccccc1F (stereo not drawn)	0	0	-0.4	0	-6	6.0	-8	0	4	-16
Cc1cc(NS(=O)(=O)c2ccccc2)c(C)c(Cl)c1O	22	0	0.2	-4	2	-0.2	8	3	-2	-1
O=c1cc(S(=O)(=O)Cc2ccccc2)[nH]c(=O)[nH]1	-10	-2	-0.2	-4	-3	-0.3	-8	0	-4	-5
COCCn1c(SCC(=O)NC2CCCC(C)C2C)nc2ccccc2c1=O (stereo not drawn)	0	-2	-1.4	-6	-2	0.7	-2	-1	-3	3
COc1cc2oc3cc(C)oc(=O)c3c2cc1OC	1	-1	-3.1	-2	-11	-0.9	-10	-2	1	-9
C[C@H](c1ccccc1)n1nnc(COCc2ccccc2)c1C#CCOCc1ccccc1	-1	-8	-1.1	-8	-2	0.7	2	-3	2	12
Cc1c(C(=O)NCc2ccoc2)oc2ccc3c(c12)C(=O)CC(C)(C)O3	2	-10	-3.1	-6	-4	0.8	-1	-4	6	-52
O=C(COC(=O)C1CCN(S(=O)(=O)c2ccc3c(c2)OCCO3)CC1)Nc1ccc(C(F)(F)F)cc1	14	-6	-2.9	4	0	1.0	-2	-2	9	16
Cc1ccc(S(=O)(=O)N2CCOC2CNC(=O)C(=O)NCCN(C)C)cc1 (stereo not drawn)	-4	-2	-1.1	-5	·	2.4	-11	3	3	-7

In the list so far, these contain a Cl atom.
SMILES	Rtt109 HAT inh	DAGLB inhibitor	CAL PDZ FP-1	RTF Ca sens inh	CAL PDZ FP-2	LANA DNA inh	PKA-R2B activ	Keap1 Nrf2 FP	RTF Ca sens act	SR-BI uptake up
O=C(COC(=O)c1cccnc1Cl)c1ccccc1	0	0	-0.8	-3	-2	0.4	3	-3	2	2
Cc1ccc(C(=O)N/C(=C/c2ccc(-c3cc(C(F)(F)F)ccc3Cl)o2)C(=O)NCc2cccnc2)cc1	15	0	-3.2	4	-3	2.3	0	-9	-28	-41
Clc1cc(CSc2ccccc2)nc(-c2ccccc2)n1	0	-9	0.9	6	-1	-1.6	4	-2	5	·
O=C(COc1ccc(Cl)cc1Cl)Nc1ccccn1	8	-8	-2.7	-4	-1	-4.1	0	2	-1	43
O=C(Cc1ccccc1)Nc1ccc(NC(=O)c2ccccc2)c(Cl)c1	-9	-1	-0.6	-8	·	1.0	2	4	1	-31
Cc1cc(NS(=O)(=O)c2ccccc2)c(C)c(Cl)c1O	22	0	0.2	-4	2	-0.2	8	3	-2	-1

Looked up above:
RTF Ca sens inh with Cc1c(C(=O)NCc2ccoc2)oc2ccc3c(c12)C(=O)CC(C)(C)O3 stands at -6
SR-BI uptake up with COCCn1c(SCC(=O)NC2CCCC(C)C2C)nc2ccccc2c1=O (stereo not drawn) stands at 3
